Screening results as filed in PubChem.
cardiac RTF act: increases calcium sensitivity of human cardiac regulated thin filaments; hit rate 0.24% among 340,000; AID 493008; activation, % at 7.2 µM; P19429+P45379; IANBD-labeled TnC RTF fluorescence at EC20 calcium; 0% EC20 calcium, 100% full calcium;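 active = activation above the mean over all tested compounds plus 3 SD, cut at about 30% in these data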;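 also: rise in fluorescence read as greater calcium sensitivity of cardiac thin filaments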
dFosB act: activators of mouse delta FosB homodimer; P13346; AID 493131; purified delta FosB, TAMRA-CDK5 oligo fluorescence polarization; percent of positive-control signal above neutral wells; activation, % at 25 µM; hit rate 0.99% among 340,000;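 active = mean activation above about 17%, with every replicate also reaching it, limit read from the data, passing the limit was not always enough; inconclusive = only one of the two conditions met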;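 also: fluorescence polarization rise as delta FosB binds a TAMRA Cdk5 AP-1 oligo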
Target sequence (P13346 whole entry, looked up): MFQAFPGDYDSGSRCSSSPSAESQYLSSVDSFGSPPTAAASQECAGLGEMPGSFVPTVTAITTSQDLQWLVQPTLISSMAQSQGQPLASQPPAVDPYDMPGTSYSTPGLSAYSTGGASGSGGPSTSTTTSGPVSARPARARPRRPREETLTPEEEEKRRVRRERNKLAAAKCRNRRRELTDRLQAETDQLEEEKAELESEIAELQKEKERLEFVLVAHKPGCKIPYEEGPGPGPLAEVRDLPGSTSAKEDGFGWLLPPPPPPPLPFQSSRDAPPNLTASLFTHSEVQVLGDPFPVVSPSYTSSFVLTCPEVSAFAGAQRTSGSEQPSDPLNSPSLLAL
Wnt bcat act: activates Wnt/beta-catenin signaling in a reporter cell assay; activator, plate reader; activation, % at 9.35 µM; hit rate 1.2% among 300,000; in the data active = activation above about 30%, passing the limit was not always enough; inconclusive = no clear call, values can overlap the other calls;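 also: 0% = neutral control wells and 100% = positive control wells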
CDK5 p35 inh: blocks human CDK5/p35 kinase activity; Recombinant CDK5/p35, ADP-Glo luminescence, 60 min; inhibition, % at 10 µM; Q00535+Q15078; AID 488839; hit rate 0.01% among 330,000;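 active = highest replicate inhibition of at least 50% and at least 75% of replicates reaching 50%; inconclusive = only one of the two criteria met; inactive = both criteria failed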;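 also: plate controls were DMSO neutral control for no effect and GW8510 at 10 µM for full effect; many of its hits are not listed in these tables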
Target sequence (Q00535 whole entry, looked up): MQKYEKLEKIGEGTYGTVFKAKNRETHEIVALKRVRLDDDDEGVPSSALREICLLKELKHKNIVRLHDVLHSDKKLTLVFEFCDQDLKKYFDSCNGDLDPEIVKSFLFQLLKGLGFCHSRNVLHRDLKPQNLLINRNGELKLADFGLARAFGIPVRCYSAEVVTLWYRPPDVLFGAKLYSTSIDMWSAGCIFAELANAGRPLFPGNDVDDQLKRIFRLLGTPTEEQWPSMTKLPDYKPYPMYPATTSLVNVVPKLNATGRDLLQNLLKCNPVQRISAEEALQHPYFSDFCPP
Target sequence (Q15078 whole entry, looked up): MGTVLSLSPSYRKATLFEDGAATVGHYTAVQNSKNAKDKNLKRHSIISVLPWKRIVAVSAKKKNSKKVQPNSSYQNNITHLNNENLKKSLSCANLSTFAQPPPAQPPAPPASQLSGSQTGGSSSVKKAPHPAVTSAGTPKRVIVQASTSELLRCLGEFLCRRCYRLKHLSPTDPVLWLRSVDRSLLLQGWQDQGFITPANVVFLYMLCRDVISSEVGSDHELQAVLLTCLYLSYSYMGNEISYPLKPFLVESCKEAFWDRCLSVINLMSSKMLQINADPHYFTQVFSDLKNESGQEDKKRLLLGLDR
SR-BI DiI-HDL act: SR-BI HDL lipid transfer activation; CHO ldlA[mSR-BI] cells, DiI-HDL uptake fluorescence, 3 h; 100 = double the neutral-control signal; activation, % at 12.5 µM; hit rate 0.096% among 320,000;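 active = mean replicate activation of at least 60% and every replicate at or above 60%; inconclusive = mean or all-replicate condition met, but not both; inactive = mean below 60% and not all replicates reaching 60%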;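 also: 0% = median plate neutral-control signal and 100% = twice that signal; values of inactives mirror those of a sister screen read the other way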
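Test system: SR-BI-overexpressing, LDLR-lacking CHO cells. Measured by: DiI fluorescence, bottom read. Medium: Ham's F12 with 0.5% BSA, HEPES 25 mM, pH 7.4. Timing: 3 h uptake period with compound, 37 °C.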
SR-BI DiI inh: blocks mouse SR-BI lipid uptake from DiI-HDL; Q61009; ldlA[mSR-BI] CHO cells, DiI-HDL uptake fluorescence, 3 h; inhibition, % at 12.5 µM; hit rate 0.96% among 320,000; AID 488896;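 active = mean replicate inhibition of at least 70% and a set share of replicates each scoring 70 or more; inconclusive = meets just one of the two criteria; inactive = fails both criteria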;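 also: 0% = median of neutral control wells and 100% = median of positive control wells; values of inactives mirror those of a sister screen read the other way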
PvdQ inh: blocks Pseudomonas aeruginosa PvdQ acylase activity; inhibition, % at 10 µM; hit rate 0.063% among 340,000; purified PvdQ acylase, fluorescence plate reader; in the data active = inhibition above about 30%, passing the limit was not always enough; inconclusive = no clear call, values can overlap the other calls;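 also: 0% = vehicle neutral wells and 100% = reference inhibitor wells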
Rtt109 Vps75: C. albicans Rtt109 histone acetyltransferase inhibition; Q5AAJ8; purified Rtt109/Vps75, ThioGlo CoA-SH fluorescence, 4 h; inhibition, % at 34.9 µM; hit rate 0.16% among 330,000; AID 540336;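 active = inhibition of at least 50% in every replicate; inconclusive = best replicate reaches 50% inhibition but some replicates fall short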
HTR5A ag ctr: HTR5A agonism, opioid heterodimer counter-screen. AID 504692. activation, % at 9.3 µM. HTR5A agonist assay, luminescence, cell-based. hit rate 0.61% among 340,000. P47898; in the data active = activation mostly above about 9.5%, no sharp cut-off; inactive = mostly below about 7.6%;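 also: 0% = cells with vehicle only and 100% = reference agonist; strong numbers were not always called active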
MITF act: MITF TRPM1 promoter activation in melanoma cells; AID 588334; hit rate 0.75% among 300,000; SK-MEL-5 TRPM1-promoter luciferase, 24 h; % of positive control, neutral wells = 0; activation, % at 12.5 µM;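 active = mean activation of at least 80% with every replicate also reaching 80%; inconclusive = mean reaches 80% but some replicate falls short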;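 also: 0% = neutral control wells and 100% = parthenolide positive control wells; values of inactives mirror those of a sister screen read the other way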
Active calls of the source: *; ? = inconclusive; nt = not tested or not shown.

Values in the order: cardiac RTF act | dFosB act | Wnt bcat act | CDK5 p35 inh | SR-BI DiI-HDL act | SR-BI DiI inh | PvdQ inh | Rtt109 Vps75 | HTR5A ag ctr | MITF act
- CCOCC(=O)Nc1nc2ccc(OC)cc2s1
 : -2 | 0 | nt | -4.7 | 6 | -6 | -9 | -1 | -1 | ?
- O=C(c1ccccc1)c1ccc(OCC(O)CNC2CCCc3ccccc32)cc1 (stereo unspecified)
 : -1 | -7 | -2 | 1.1 | 6 | -6 | -17 | 5 | 1 | 2
- CC(C)c1ccc(OCC(=O)Nc2ccncc2)cc1
 : 1 | -7 | -1 | 2.0 | 22 | -22 | -8 | 0 | 4 | 14
- CCOC(=O)C(C)Sc1nc2ccccc2c(=O)n1CC1CCCCC1 (stereo unspecified)
 : -2 | -5 | nt | 1.0 | -19 | 19 | -12 | 5 | -1 | -5
- COc1ccc(/C=N/n2c(C)nnc2C)c(OC)c1OC
 : -4 | -1 | nt | 1.6 | 9 | -9 | 2 | 2 | -8 | -19
- COc1ccc(NC(=O)c2cc(-c3ccc(C)o3)nc3ccccc23)cc1
 : 3 | -5 | 6 | 0.8 | nt | nt | -11 | 1 | -2 | nt
- Cn1ccnc1SCc1cccc([N+](=O)[O-])c1
 : -3 | -3 | -1 | -1.3 | 5 | -5 | -9 | -4 | -3 | 10
- O=C(NCc1ccncc1)c1cccc(S(=O)(=O)NCc2ccccc2)c1
 : 3 | -4 | 1 | 0.2 | 11 | -11 | -15 | -2 | 7 | 1
- CCC(C)(C)n1nnnc1C(c1ccc(OC)c(OC)c1)N1CCN(c2ccc(F)cc2)CC1 (stereo unspecified)
 : 5 | -10 | nt | 1.2 | -7 | 7 | -15 | 3 | 3 | -18
- O=C(c1ccc(Br)s1)N1CCN(S(=O)(=O)c2ccccc2)CC1
 : 1 | -10 | 1 | 0.7 | -12 | 12 | -4 | 0 | -5 | 6
- O=C(Nc1ccccn1)c1cccc(S(=O)(=O)N2CCc3ccccc3C2)c1
 : 3 | 12 | 0 | 0.5 | 30 | -30 | -9 | -3 | -5 | 5
- Cc1cc(SCC(=O)N/N=C/c2ccco2)nc2ccccc12
 : nt | -11 | 0 | 0.6 | 4 | -4 | -3 | -3 | nt | 10
- CCOC(=O)Cc1csc(NC(=O)CN2C(=O)c3ccccc3S2(=O)=O)n1
 : -6 | -8 | -3 | 1.6 | 13 | -13 | -17 | -2 | 7 | -2
- CC(C)CC(OC(=O)c1nsc(Cl)c1Cl)C(=O)NC1CCCC1 (stereo unspecified)
 : -6 | -16 | 0 | 2.6 | 22 | -22 | -11 | -9 | 3 | -7
- Cc1ccc(-c2nc(Nc3ccc(O)cc3)c3ccccc3n2)cc1
 : -6 | 0 | 2 | 0.1 | -107 | 107* | -6 | -3 | 9 | 12
- CC(=O)N1c2ccc(S(=O)(=O)N3CCCC3)cc2CC1C(=O)NC(C)C (stereo unspecified)
 : -3 | -3 | 3 | 0.5 | 22 | -22 | 0 | 0 | -1 | 1
- Cc1c(NC(=S)N/N=C/c2cccc(O)c2)c(=O)n(-c2ccccc2)n1C
 : 1 | 2 | nt | 0.4 | 4 | -4 | 2 | 1 | 4 | 4
- CCN(CC)S(=O)(=O)c1cccc(S(=O)(=O)N2CCCCC2)c1
 : -2 | -5 | nt | 2.2 | -24 | 24 | -11 | 4 | 1 | 8
- O=C(CCCSc1nnc(Nc2ccccc2F)s1)N1CCOCC1
 : 3 | 2 | 10 | -0.8 | 1 | -1 | 7 | -11 | 1 | 11
- CCCN1CCN(C(=O)C2CCN(c3ncnc4c3nc3n4CCCCC3)CC2)CC1
 : -1 | -14 | -2 | -1.5 | nt | -7 | -5 | -37 | 3 | 3
- CC(Sc1nnnn1C1CC1)C(=O)N1c2ccccc2NC(=O)C1(C)C (stereo unspecified)
 : 3 | -9 | -2 | -5.7 | -12 | 12 | -9 | 3 | -2 | 3
- CCC1(c2ccccc2)NC(=O)N(CC(=O)Nc2cccc(S(=O)(=O)N3CCCCC3)c2)C1=O (stereo unspecified)
 : -1 | 0 | 3 | -2.3 | -13 | 13 | -9 | -2 | -5 | -9
- COc1cc(/C=C/c2c([N+](=O)[O-])c(=O)n(C)c(=O)n2C)cc(OC)c1OC
 : -3 | -4 | 0 | 0.1 | -1 | 1 | 5 | 18 | -6 | -26
- Cc1nc(Nc2nc3ccccc3o2)nc(C)c1C
 : 4 | 3 | -2 | 2.7 | 13 | -13 | 2 | -5 | -2 | 5
- CCn1c(SCC(=O)NCc2ccc3c(c2)OCO3)nnc1-c1c[nH]c2ccccc12
 : 4 | 2 | nt | 2.0 | -10 | 10 | -16 | 2 | -10 | 3
- CCOc1ccccc1N1CCN(C(=O)CSc2ccc3c(c2)OCCO3)CC1
 : -3 | 0 | -6 | 0.7 | -3 | 3 | 2 | 9 | 0 | 0
- Cc1cc(C)nc(/N=C2\NC(=O)CC(C(=O)O)N2c2ccc(Cl)cc2Cl)n1 (stereo unspecified)
 : 0 | -8 | -9 | 0.2 | 19 | -19 | -5 | 0 | -5 | 0
- COc1cc2c(cc1OC)[C@H](Cc1ccc(O)cc1)NCC2
 : 1 | -6 | -3 | -1.2 | 10 | -10 | 4 | 2 | -1 | 18
- O=C(Nc1cccc(Cl)c1)OCCOCCOC(=O)Nc1cccc(Cl)c1
 : 4 | -9 | -6 | 1.0 | -25 | 25 | -18 | 0 | 3 | -5
- CCc1ccc2nc(Nc3ccc(OC)cc3OC)c(C#N)cc2c1
 : nt | -5 | 2 | 0.0 | -47 | 47 | 14 | -10 | nt | 11
- O=C(NCc1ccco1)/C(=C\c1ccco1)NC(=O)c1ccco1
 : 11 | -4 | -2 | -3.4 | 4 | -4 | -10 | 2 | 0 | -6
- CCOC(=O)C1C(C)N=C2SCC(=O)N2C1c1cccc(Br)c1 (stereo unspecified)
 : -2 | -4 | nt | 1.3 | -18 | 18 | -5 | -11 | 1 | 3
- Cc1ccc(C)c(OCc2cc(C(=O)N3CCNC(=O)C3)no2)c1
 : -1 | 0 | 4 | -0.1 | 9 | -9 | -9 | -4 | 3 | 13
- CCN(CC)S(=O)(=O)c1ccc(Cl)c(NC2=NCCCCC2)c1
 : 12 | -2 | -1 | -0.4 | -4 | 4 | -12 | -13 | 4 | -2
- COC(=O)c1cc(NCc2ccc3c(c2)OCO3)ccc1N1CCOCC1
 : -3 | -2 | nt | -1.3 | -40 | 40 | -2 | 8 | 0 | -3
- CCCn1c(N)c(C(=O)COC(=O)CCNS(=O)(=O)c2ccccc2F)c(=O)[nH]c1=O
 : 9 | 0 | -1 | 0.6 | -3 | 3 | 9 | 20 | 1 | 4
- CCOC(=O)C1Cc2c([nH]c3ccccc23)C(C)N1 (stereo unspecified)
 : 0 | 0 | -4 | -1.0 | -9 | 9 | -7 | 0 | 5 | 14
- COc1ccc(OCCCC(=O)Nc2nc(C)c(C(C)=O)s2)cc1
 : 2 | 1 | -2 | -2.8 | nt | nt | -15 | -5 | -1 | 7
- CCC(Oc1ccccc1)C(=O)Nc1nnc(S(=O)(=O)N2CCCC2)s1 (stereo unspecified)
 : 2 | -11 | -1 | -0.8 | 12 | -12 | -10 | 9 | 13 | 6
- O=C1C2CCCN2C(=S)N1Cc1ccccc1 (stereo unspecified)
 : 1 | 5 | -2 | 0.5 | 24 | -24 | 1 | 4 | -1 | -3
- O=C(COC(=O)Cc1ccc(S(=O)(=O)N2CCOCC2)s1)NCCc1ccccc1
 : 2 | -6 | nt | -0.2 | 25 | -25 | -2 | 6 | 0 | 1
- Cc1ccc(C(=O)Nc2nc(-c3ccc(F)cc3)cs2)o1
 : 3 | -1 | -1 | -0.7 | -21 | 21 | -10 | 10 | 3 | 32
- Cc1cc2c(c(=O)o1)C(C13C=CC(CC1)C3)C(C#N)=C(N)O2 (stereo unspecified)
 : -1 | -8 | -2 | -4.1 | nt | nt | -14 | -3 | -3 | -1
- COc1cc(C2CC(=O)Nc3c2c(=O)nc2c(C)cccn32)cc(OC)c1OC (stereo unspecified)
 : -2 | 2 | -8 | -0.3 | 41 | -41 | 2 | -12 | 5 | 3
- COc1cn(-c2ccccc2)nc1C(=O)Nc1ccccc1
 : -1 | -18 | 15 | 1.7 | -57 | 57 | -14 | 0 | 2 | 22
- CC(C)(CN1CCN(C(c2ccccc2)c2ccccc2)CC1)NS(=O)(=O)c1ccccc1
 : 2 | -15 | -7 | 1.1 | 3 | -3 | -2 | 1 | -2 | 1
- Cn1c(CC(=O)Nc2ccc(F)cc2)c(Sc2ccccc2)c2ccccc21
 : -2 | -6 | nt | -0.2 | 21 | -21 | 1 | 1 | 3 | -6
- COc1ccc(C(=O)N/C(=C\c2cn(S(=O)(=O)N(C)C)c3ccccc23)C(=O)NCCN2CCOCC2)cc1OC
 : -2 | -16 | 2 | nt | 14 | -14 | -7 | -4 | 0 | 0
- C=CCc1c(C)nc(SCc2nc3ccccc3c(=O)[nH]2)[nH]c1=O
 : -1 | -5 | -1 | 2.5 | 1 | -1 | -25 | 2 | 14 | -3
- NC(=S)Nc1ncc(CCN2CCOCC2)c(-c2ccc(F)cc2)n1
 : -1 | 1 | -3 | -0.2 | -9 | 9 | 6 | -7 | 5 | 3

Continuation:
Values in the order: cardiac RTF act | dFosB act | Wnt bcat act | CDK5 p35 inh | SR-BI DiI-HDL act | SR-BI DiI inh | PvdQ inh | Rtt109 Vps75 | HTR5A ag ctr | MITF act
- CNc1nc(Cl)c(SC)c(N2CCOCC2)n1
 : -3 | -1 | 0 | -1.4 | -1 | 1 | -8 | nt | 1 | -5
- CCC(C)N(C)Cc1cccc(C2(O)CCN(S(=O)(=O)c3ccc(F)c(C)c3)CC2)c1 (stereo unspecified)
 : 2 | -2 | -5 | 2.2 | 17 | -17 | 11 | -3 | -4 | -15
- Cc1ccc(Cl)cc1NC(=S)N(CCCN1CCN(C)CC1)Cc1ccco1
 : 1 | 5 | 0 | -0.1 | 10 | -10 | 3 | -2 | 0 | 0
- BrC(=C\c1ccccc1)/C=N/Nc1nc(N2CCOCC2)nc(N2CCOCC2)n1
 : -4 | -11 | -1 | -0.8 | -40 | 40 | 21 | 22 | -3 | 20
- CC1(/[N+]([O-])=C/c2cccc(Cl)c2)CCCCC1=O (stereo unspecified)
 : 4 | 2 | 2 | 2.4 | 19 | -19 | -15 | -5 | 1 | nt
- CCNc1nc2c(c(=O)[nH]c(=O)n2C)n1CC(C)C
 : -2 | 2 | -4 | -4.1 | 22 | -22 | -15 | 3 | 3 | 3
- COC(=O)C1=CN(Cc2ccc(OC)c(OC)c2)C=C(C(=O)OC)C1c1cccc(F)c1
 : 4 | -5 | -3 | -0.9 | -6 | 6 | -11 | -71 | -7 | 2
